Screening results (PubChem)
Rpn11 block: Rpn11 (PSMD14) deubiquitinase inhibitors, primary screen, biochemical, fluorescence polarization, uHTS. human 26S proteasome, Ub4-pepOG fluorescence polarization; 20S core pre-blocked with epoxomicin. calls only at 20 µM. actives 0.59% (n = 360,000). AID 588493, 2011;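 active = inhibition at 20 µM, scaled to each plate's controls, above about 33%, limit read from the data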
CSN deneddyl inh: inhibitors of CSN-mediated cullin deneddylation, primary screen, biochemical, fluorescence polarization, uHTS; actives 0.38% (n = 360,000); Purified CSN, SCF-Nedd8-OG deneddylation; AID 651999, 2013; inhibition, % at 12.5 µM;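 active = pattern-corrected inhibition above about 35%, with an unprinted fluorescence ratio check between 0.5 and 1.5, limit read from the data, passing the limit was not always enough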;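 also: 0% = enzyme with substrate and 100% = substrate without enzyme; some results filed as inactive read as strong as hits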
Target sequence (Q92905 whole entry, looked up, one chain of several): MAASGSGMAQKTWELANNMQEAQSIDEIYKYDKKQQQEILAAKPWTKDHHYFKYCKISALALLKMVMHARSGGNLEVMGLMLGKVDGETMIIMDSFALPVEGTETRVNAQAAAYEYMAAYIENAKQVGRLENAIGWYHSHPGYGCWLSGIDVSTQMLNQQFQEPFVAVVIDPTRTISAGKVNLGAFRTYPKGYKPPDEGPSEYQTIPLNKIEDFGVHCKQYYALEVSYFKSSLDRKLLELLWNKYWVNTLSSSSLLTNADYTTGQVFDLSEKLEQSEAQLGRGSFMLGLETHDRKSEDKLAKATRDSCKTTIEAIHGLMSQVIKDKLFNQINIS
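Assay system: purified human Csn5 enzyme expressed in HEK293T cells; measure: % inhibition; also added: SCFSkp2-Nedd8OG substrate at 10 nM final; technique: fluorescence polarization; times: reaction 90 min, room temperature; medium: Tris buffer pH 7.5, NaCl, DTT, Tween-20, trehalose, ovalbumin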
E coli Lon inh: inhibitors of E. coli Lon protease, primary screen, biochemical, fluorescence polarization | P0A9M0 | purified E. coli Lon protease | inhibition, % at 7.94 µM | actives 0.42% (n = 360,000) | AID 602123, 2011; in the data active = inhibition above about 13%, passing the limit was not always enough;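 also: 0% = enzyme with probe and DMSO and 100% = no enzyme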
Target sequence (P0A9M0 whole entry, looked up): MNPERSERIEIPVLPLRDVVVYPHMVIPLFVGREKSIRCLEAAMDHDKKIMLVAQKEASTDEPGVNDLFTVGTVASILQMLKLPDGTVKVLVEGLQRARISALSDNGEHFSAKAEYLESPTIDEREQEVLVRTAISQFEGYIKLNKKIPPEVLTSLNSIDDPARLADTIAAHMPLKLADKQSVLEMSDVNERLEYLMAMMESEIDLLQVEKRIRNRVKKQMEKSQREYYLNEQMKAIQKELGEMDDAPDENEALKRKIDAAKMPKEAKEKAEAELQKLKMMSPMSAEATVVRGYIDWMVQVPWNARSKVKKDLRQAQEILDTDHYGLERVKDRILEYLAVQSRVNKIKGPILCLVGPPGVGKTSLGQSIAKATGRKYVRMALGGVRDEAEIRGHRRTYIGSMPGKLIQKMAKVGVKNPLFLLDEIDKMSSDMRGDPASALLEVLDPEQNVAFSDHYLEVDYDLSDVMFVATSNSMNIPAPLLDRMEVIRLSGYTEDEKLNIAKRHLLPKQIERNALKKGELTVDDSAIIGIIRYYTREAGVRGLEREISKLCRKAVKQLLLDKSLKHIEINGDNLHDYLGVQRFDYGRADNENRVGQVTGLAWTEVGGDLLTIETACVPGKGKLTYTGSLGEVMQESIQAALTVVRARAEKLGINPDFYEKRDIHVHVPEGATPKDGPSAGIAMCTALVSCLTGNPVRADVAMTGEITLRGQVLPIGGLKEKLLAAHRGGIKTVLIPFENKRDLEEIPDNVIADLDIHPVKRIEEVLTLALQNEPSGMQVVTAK
Rin1 Abl inh: inhibitors of Rin1-Abl protein binding, primary screen, biochemical, TR-FRET. Tyrosine-protein kinase ABL1 (Homo sapiens) + Ras and Rab interactor 1 (Homo sapiens), …. inhibition, % at 7.35 µM. actives 0.4% (n = 360,000); in the data active = inhibition above about 5%, passing the limit was not always enough
bovine MsrA act: bovine MsrA enzyme activators, primary screen, biochemical, absorbance, HTS; purified bovine MsrA, absorbance read-out; activation, % at 10.6 µM; actives 0.3% (n = 360,000); AID 602163, 2012; in the data active = activation above about 7.5%;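 also: 0% = vehicle and 100% = reference activator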
MLLE-PAM2 inh: inhibitors of PABP1 MLLE–PAM2 peptide binding, primary screen, biochemical, fluorescence polarization, FITC-PAM2, GST-MLLE; inhibition, % at 20 µM; actives 0.36% (n = 360,000); AID 588489, 2011; in the data active = inhibition above about 35%, passing the limit was not always enough;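 also: plate controls were DMSO wells with GST-MLLE for no effect and wells lacking GST-MLLE protein for full effect; some results filed as inactive read as strong as hits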
MsrA inhibitor: bovine MsrA enzyme inhibitors, primary screen, biochemical, absorbance, HTS | purified bovine MsrA, absorbance read-out | inhibition, % at 15.5 µM | actives 0.75% (n = 360,000) | AID 651718, 2012; in the data active = inhibition above about 4.5%;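 also: 0% = vehicle wells with enzyme and 100% = reference inhibitor wells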
FAS-TE inh: FAS thioesterase domain inhibitors, primary screen, biochemical, fluorescence intensity, uHTS; Fatty acid synthase (Homo sapiens), P49327; recombinant FAS-TE, OMFH fluorogenic substrate, fluorescence endpoint; inhibition, % at 15 µM; actives 0.67% (n = 360,000);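 active = compounds whose normalised, plate-corrected inhibition of enzyme fluorescence in the single-dose primary screen is 50% or more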;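 also: 0% = DMSO with enzyme and 100% = substrate without enzyme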
MT1-MMP act inh: blockers of MT1-MMP proenzyme processing, primary screen, HT1080 RFP-PRO-GFP cells, GFP/RFP fluorescence | GFP/RFP ratio change, % at 20 µM | Matrix metalloproteinase-14 (Homo sapiens), P50281 | actives 0.061% (n = 360,000) | GFP/RFP ratio fluorescence, overnight; percent of plate control window, DMSO zero;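 active = GFP/RFP ratio change of at least 30% with cell ATP level not reduced by more than half and red fluorescence within 50% of control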; also: strong numbers were not always called active
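Material – HT1080 RFP-PRO-GFP cells · Control set – DMSO wells and RFP-L50D-GFP cells · Incubation – overnight cell settling, then overnight compound exposure, 37 °C, 5% CO2 · Compound dosing – single-point 20 µM compound, 1% DMSO · Read-out – GFP/RFP fluorescence ratio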
Numbers without * were called inactive; i = inactive; . = no result given; + = active, no number.

SMILES	Rpn11 block	CSN deneddyl inh	E coli Lon inh	Rin1 Abl inh	bovine MsrA act	MLLE-PAM2 inh	MsrA inhibitor	FAS-TE inh	MT1-MMP act inh
Fc1cccc2sc(Nc3nc4cc5c(cc4s3)OCO5)nc12	i	-16	1	-2	-5	2	4.4	9	-4
NC(=O)C1CCN(C(=O)C2c3ccccc3C(=O)N3CCc4ccccc4C23)CC1 (stereo not given)	i	-10	-2	-2	-4	-3	1.1	-7	1
CCN(CC)CCOC(=O)c1ccc(NC(=O)C2(c3ccccc3)CCCC2)cc1	i	0	-7	1	-7	5	0.0	-4	-6
Cc1ccc(NC(=O)CN(C)C(=O)CNC(=O)c2sc3ccccc3c2Cl)cc1	i	1	1	-15	0	-3	-0.1	12	-5
Cc1ccc2c(Cl)cc(Cl)c(O)c2n1	i	-2	5	-4	-7	6	0.4	4	5
CCCn1cc(NC(=O)c2cc3n(n2)C(C(F)(F)F)CC(c2ccccc2)N3)cn1 (stereo not given)	i	1	-4	-1	-4	4	-1.2	-3	4
O=C(CN1CCN(c2ccc(F)cc2)CC1)Nc1ccc(F)c(F)c1	i	5	6	0	-13	4	0.8	4	3
COc1ccc(CCN2C(=O)N(c3ccc(OC)cc3)C(=O)C2CC(=O)Nc2ccccc2)cc1 (stereo not given)	i	-2	-3	5	-2	-11	-1.2	13	0
O=C(c1ccccc1F)N1CCN(C2CCC(c3ccccc3)CC2)CC1 (stereo not given)	i	-6	6	1	-2	-2	0.6	12	2
COc1ccc(NC(=O)C2CC(c3cc(OC)c(OC)c(OC)c3)=NO2)cc1OC (stereo not given)	i	9	8	-1	-1	-5	-0.5	-5	2
O=C(Cn1cnc2ccccc2c1=O)NCC(=O)N1CCN(c2ccccn2)CC1	i	0	-3	-1	-11	4	0.5	2	1
O=S(=O)(c1ccc(Cl)cc1)N(CCCN1CCOCC1)Cc1cccs1	i	1	-6	1	-4	-8	-0.6	-5	0
Cc1cccc(/N=C/c2c(O)cc(C)oc2=O)n1	i	5	-3	-1	3	-12	0.2	-5	-7
CSc1nc2ccc(NC(=O)NC(=O)c3c(F)cccc3F)cc2s1	i	-3	0	-2	4	6	-1.2	-3	-2
CC(OC(=O)CCc1c[nH]c2ccccc12)C(=O)c1ccccc1 (stereo not given)	i	3	2	-2	1	2	0.3	20	0
Cc1ccc([C@H]2C[C@H](O)[C@@H](n3cc(-c4ccc(F)cc4)nn3)CN2CC2CCCCC2)cc1	i	-1	1	2	-5	8	2.6	6	3
COCC(=O)N1CCC(Oc2ccc(C(=O)NCCc3ccncc3)cc2)CC1	i	-8	-6	1	-6	13	0.0	-3	1
CCOCCCN(C(=O)c1ccco1)C(C(=O)NC1CCCC1)c1ccc(OC)cc1 (stereo not given)	i	-1	0	1	-9	-4	-1.0	-2	1
S=C(NCc1ccc(Cl)cc1)NCc1ccco1	i	9	-3	2	-6	-18	-0.2	5	-1
CC(C)(C)CN1CCNC(=O)C1CC(=O)NCc1cccc(-n2cccn2)c1 (stereo not given)	i	-3	6	0	-4	7	1.1	-2	5
CCCN1C(=O)N(C)C(N(O)C(=O)NC)C1(C)C (stereo not given)	i	3	-8	3	14*	3	0.7	-11	10
Brc1ccc(CN2CCN(Cc3c[nH]c4ccccc34)CC2)cc1	i	-3	2	2	-2	10	-0.6	-2	-1
C/C=C(\CS(=O)(=O)c1ccccc1)S(=O)(=O)c1ccccc1	i	1	10	-5	-1	2	-1.9	-5	6
Cc1ccc(-c2noc(CCCC(=O)NC3CCCC3)n2)cc1	i	-1	14	1	-4	14	-0.5	-2	2
Cc1cc(Cl)ccc1OC(C)C(=O)Nc1ccc(S(=O)(=O)Nc2cnc3ccccc3n2)cc1 (stereo not given)	i	1	9	-2	-6	13	0.8	-4	11
COc1ccc(N2CCN(/C(=N\S(=O)(=O)c3ccc(C)cc3)Nc3nc(C)cc(C)n3)CC2)cc1	i	0	4	-7	-2	-10	1.7	1	4
COc1ccc(N2CC(C(=O)Nc3nnc(SCC(=O)NC4CCCC4)s3)CC2=O)cc1 (stereo not given)	i	1	7	0	-8	-51	0.7	-6	3
CSc1nsc(NN)n1	i	-4	6	-4	-1	42*	0.8	-4	-6
O=c1cc(CN2CCN(S(=O)(=O)c3cccc(Cl)c3)CC2)c2ccc(O)cc2o1	i	-5	-21	-1	-3	-10	1.4	12	-17
CC(=O)Oc1ccc(C(=O)Nc2ccc3c(c2)OCCO3)cc1	i	-2	5	4	-2	-3	-0.7	-4	1
Cc1ccc(CNC(=O)CN2C(C)CCCC2C)cc1 (stereo not given)	i	-7	-4	4	-7	5	-0.5	-7	-1
CCOc1ccc(C2C3=C(CC(C)(C)CC3=O)N(CC(=O)O)C3=C2C(=O)CC(C)(C)C3)cc1OCC	i	4	-2	1	-2	1	0.1	-3	-2
Cc1cc(C)c(S(=O)(=O)NC2CCN(Cc3ccccc3)CC2)c(C)c1	i	3	-9	1	-2	5	-0.2	2	1
NC1=NC(=O)C(Cc2ccc(OC(F)(F)F)cc2)S1 (stereo not given)	i	-5	2	0	-4	-2	-0.9	-4	-3
O=C(CNS(=O)(=O)c1ccc(Br)s1)NCC1COc2ccccc2O1 (stereo not given)	i	-5	-4	0	-3	3	2.4	6	-2
CCOC(=O)C1CCCN(C(=O)CSc2ccc(Br)cc2)C1 (stereo not given)	i	1	-1	2	1	1	.	5	1
COc1cccc(-c2ccc(NC(=O)C3CCCN(Cc4ccco4)C3)cc2)c1 (stereo not given)	i	-4	-11	-1	-1	-23	-0.3	15	3
O=[N+]([O-])c1ccc(-c2ccc(/C=N/O)o2)cc1	i	2	-14	2	-5	1	2.6	22	1
COc1ccc(-c2cc(C)no2)cc1S(=O)(=O)N1CCN(c2cccc(C)c2)C(C)C1 (stereo not given)	i	7	-3	-1	-1	3	-0.5	35	-2
CCOC(=O)C1=CCN(S(=O)(=O)c2ccccc2F)C1c1ccc(Cl)cc1 (stereo not given)	i	-3	-9	1	2	2	-0.8	1	-1
O=C(CCS(=O)(=O)c1ccc(Br)s1)NC1CCCCCC1	i	-1	-5	1	-3	-11	-0.8	-4	1
COc1ccc(CCNC(=O)c2ccc3c(c2)NC(=O)CS3)cc1OC	i	-1	-2	2	-2	0	-0.5	-9	-3
CCN1C[C@@H]2[C@@H]3C(=O)N(C)C(=O)[C@@H]3[C@](Cc3ccccc3)(C1=O)N2C(=O)c1ccc(C(C)(C)C)cc1	i	-3	8	3	-3	-10	0.3	2	3
CN(CC(=O)OCC(=O)NCc1ccccc1)S(=O)(=O)c1ccc(F)cc1	i	-3	-3	0	-1	0	-0.1	-6	0
COc1ccc2oc(C(=O)NCc3ccco3)c(C)c2c1	i	0	14	-2	-8	-2	-0.8	1	0
COc1cccc(CC(NC(C)=O)C(=O)NC2CCN(C(=O)Nc3ccc(C)cc3)CC2)c1 (stereo not given)	i	3	1	3	-2	9	-0.1	-2	0
COc1ccc(C(CNC(=O)c2ccco2)N2CCCC2)cc1 (stereo not given)	i	3	-10	-2	-2	-10	0.5	-9	1
COc1cccc(/C=N/NC(=O)c2cc(C34CC5CC(CC(C5)C3)C4)[nH]n2)c1	i	1	5	-1	-5	1	1.9	8	-2
CCC(CC)c1nnc(NC(=O)Cc2c[nH]c3ccccc23)s1	i	1	-6	-2	-2	-16	0.5	0	-1
Cc1ccc(C)c(S(=O)(=O)N2CCN(C(=O)c3ccncc3)CC2)c1	i	-1	-3	-1	-4	7	0.8	-6	3
CC(C)N1CCC(N2CCN(Cc3ccc4nonc4c3)CC2CCO)CC1 (stereo not given)	i	1	-1	-1	-8	-15	-1.1	-6	8
O=C(N/N=C/c1ccncc1)c1cccc(S(=O)(=O)Nc2ccc(Cl)cc2)c1	+	72*	10	-1	-6	10	-0.2	-3	2
Cc1cccc(Cc2nnc(CCC(=O)N(C)C3CCOC3)o2)c1 (stereo not given)	i	2	2	2	-3	-7	-0.1	-4	3
O=C(CSc1nc2ccccc2c(=O)n1CCCN1CCOCC1)Nc1ccc(Br)cc1	i	8	-9	3	-2	3	0.2	13	2
O=C(CCC1CCCC1)NNC(=O)c1ccc(F)cc1	i	-3	-3	3	-1	7	-0.5	-6	-4
O=C1NC(c2ccc(Cl)cc2)Oc2ccccc21 (stereo not given)	i	8	6	0	-1	-4	-0.5	-3	.
CC(C)C(NC(=O)c1ccccc1)C(=O)OCc1cc([N+](=O)[O-])cc2c1OCOC2 (stereo not given)	i	0	2	2	-3	-5	0.1	32	1
O=C(c1cnc2ccc(Cl)cc2c1Cl)N1CCOCC1	i	2	-3	1	0	14	-1.1	-3	-2
CCC(=O)Nc1ccc(NC(=S)NC(=O)/C=C/c2ccco2)cc1	i	5	3	-2	-3	9	3.0	0	2
N#Cc1cccc(C(c2nnnn2C2CCCC2)N2CCC(Cc3ccccc3)CC2)c1 (stereo not given)	i	3	-12	1	-3	4	0.2	24	-16
More records follow.
SMILES	Rpn11 block	CSN deneddyl inh	E coli Lon inh	Rin1 Abl inh	bovine MsrA act	MLLE-PAM2 inh	MsrA inhibitor	FAS-TE inh	MT1-MMP act inh
O=C(NCc1ccc2c(c1)OCO2)c1ccc2c(c1)N(Cc1c(F)cccc1Cl)C(=O)CS2	i	1	-9	-2	-2	-13	-0.8	54*	-3
CN(CC(=O)O)S(=O)(=O)c1ccc2oc3ccccc3c2c1	i	-3	-9	1	-4	1	2.0	-3	1
CCOC(=O)c1c(NC(=O)CSc2nnc(-c3ccco3)o2)sc(C)c1C	i	-1	5	3	-4	13	0.8	20	3
Cc1csc(SCC(=O)NC(=O)NC2CCCC2)n1	i	-9	1	2	-1	26	0.5	-2	2
COc1cccc(N2CCN(C3CC(=O)N(c4ccc(C)c(Cl)c4)C3=O)CC2)c1 (stereo not given)	i	2	-3	4	-1	9	.	13	5
Cc1ccc(S(=O)(=O)N2CCOCC2)cc1NC(=O)COC(=O)CCOc1ccc(C(C)(C)C)cc1	i	0	9	-4	0	-1	-0.5	8	-2
O=C(NCCCO)/C(=C/c1ccco1)NC(=O)c1ccc(Br)o1	i	2	-8	6	-3	8	-0.2	-7	-1

Single records, as listed above. Values in the order: Rpn11 block, CSN deneddyl inh, E coli Lon inh, Rin1 Abl inh, bovine MsrA act, MLLE-PAM2 inh, MsrA inhibitor, FAS-TE inh, MT1-MMP act inh
Entry for CN(CC(=O)O)S(=O)(=O)c1ccc2oc3ccccc3c2c1 = i, -3, -9, 1, -4, 1, 2.0, -3, 1
Entry for COc1cccc(N2CCN(C3CC(=O)N(c4ccc(C)c(Cl)c4)C3=O)CC2)c1 (stereo not given) = i, 2, -3, 4, -1, 9, ., 13, 5
Entry for O=C(NCCCO)/C(=C/c1ccco1)NC(=O)c1ccc(Br)o1 = i, 2, -8, 6, -3, 8, -0.2, -7, -1
Entry for Cc1ccc(S(=O)(=O)N2CCOCC2)cc1NC(=O)COC(=O)CCOc1ccc(C(C)(C)C)cc1 = i, 0, 9, -4, 0, -1, -0.5, 8, -2
Entry for Cc1csc(SCC(=O)NC(=O)NC2CCCC2)n1 = i, -9, 1, 2, -1, 26, 0.5, -2, 2
